# Assay outcomes: PubChem BioAssay, several laboratories
# NR2E3 ag-1 = NR2E3 agonists in two-hybrid cells, primary screen, cell-based, luminescence, CHO-S, Gal4-NCOR/VP16-NR2E3; Photoreceptor-specific nuclear receptor (Homo sapiens), Q9Y5X4; luciferase; inhibition of corepressor binding, % at 3.98 µM; 360,000 tested, 0.35% active; AID 602229, 2012;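 active = inhibition above the mean of all tested compounds plus 3 SD, cut at about 70% in these data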;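 note: 0% = DMSO with NR2E3 transfected cells and 100% = cells lacking NR2E3 construct; higher means lower luciferase signal from less NR2E3 corepressor binding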
# Target sequence (Q9Y5X4 whole entry, looked up, the tested form may be a part): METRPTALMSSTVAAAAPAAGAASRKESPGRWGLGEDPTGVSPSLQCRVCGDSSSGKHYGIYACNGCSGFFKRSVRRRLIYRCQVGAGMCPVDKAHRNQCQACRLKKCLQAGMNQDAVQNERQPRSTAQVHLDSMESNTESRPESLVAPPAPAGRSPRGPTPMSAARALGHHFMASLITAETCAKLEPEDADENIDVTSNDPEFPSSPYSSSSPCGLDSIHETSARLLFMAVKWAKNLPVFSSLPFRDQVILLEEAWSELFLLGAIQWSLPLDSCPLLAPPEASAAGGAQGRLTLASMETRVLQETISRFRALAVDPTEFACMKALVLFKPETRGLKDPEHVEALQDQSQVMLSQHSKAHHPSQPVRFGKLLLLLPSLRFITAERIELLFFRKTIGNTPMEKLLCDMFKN
# C8 TRAIL sens = viability loss with TRAIL in NB7+C8 cells, primary screen, TRAIL sensitizer project, cell-based, ATPlite luminescence; AID 624354, 2012; 360,000 tested, 1% active; inhibition (viability loss, TRAIL sensitization), % at 10 µM;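 active = compounds causing at least 50% loss of cell viability in the single-dose screen, relative to plate controls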
# hiPSC survival = enhancers of single-cell hiPSC survival, primary screen, ATPlite luminescence | 100% = ROCK inhibitor wells, 0% = DMSO | survival enhancement, % at 20 µM | 360,000 tested, 0.044% active; in the data active = survival enhancement above about 18%;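 note: cells exposed to compounds for 16 hours before the ATP read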
# TRPM1 prom inh = inhibitors of MITF-dependent TRPM1 promoter reporter, primary screen, cell-based, SK-MEL-5, single point, luciferase; SK-MEL-5 TRPM1 promoter luciferase, 24 h; inhibition, % at 12.5 µM; 330,000 tested, 0.83% active; AID 488899, 2010;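 active = mean inhibition across replicates of 60% or more, whatever share of single replicates reaches that level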; note: values of inactives mirror those of a sister screen read the other way
# CF NFkB inh = inhibitors of PAF-induced NF-kB signaling, primary screen, cell-based, GFP fluorescence, uHTS. KKLEB NF-kB-GFP reporter, GFP fluorescence overnight. inhibition, % at 5 µM. 360,000 tested, 0.86% active. AID 588850, 2011;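 active = at least 50% inhibition at 5 µM, scaled per plate between neutral and stimulator controls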;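 note: PAF is a Pseudomonas aeruginosa culture filtrate used as stimulus; plate controls were PAF-stimulated DMSO wells for no effect and unstimulated DMSO wells for full effect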
# EBV LMP1 NFkB = EBV LMP1-driven NF-kappaB luciferase reporter inhibitors, primary screen, cell-based, luminescence, single point | LMP1-induced NF-kappaB luciferase reporter cells | inhibition, % at 12.5 µM | 350,000 tested, 0.69% active | AID 504558, 2011; in the data active = inhibition above about 41%;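 note: 0% = neutral control wells and 100% = reference inhibitor control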
# Peg3 promoter = Peg3 promoter-driven luciferase inhibitors, primary screen, cell-based, HeLa, luciferase luminescence; HeLa PEG-Prom luciferase reporter, overnight; inhibition, % at 20 µM; 360,000 tested, 1.7% active;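 active = inhibition of at least 50% at 20 µM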
# Shn3 inh set2 = reduction of Shn3 3'UTR firefly luciferase signal, primary screen, Schnurri-3 inhibitor project, cell-based, Clone20 osteoblasts, set 2 | AID 588674, 2011 | inhibition, % at 12.5 µM | 360,000 tested, 0.52% active | Clone20 osteoblast Shn3 3'UTR firefly luciferase, 24 h;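 active = mean inhibition of at least 75% with every replicate also reaching 75%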;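 note: 0% = median of neutral control wells and 100% = pilot-screen positive control compound; some compounds past the cut are filed as inactive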
# KKLEB tox = cytotoxicity in KKLEB CF airway cells, primary screen, cytotoxicity control for CF NF-kB inhibitor project, cell-based, uHTS, fluorescence assay plates. KKLEB CF airway cells viability, ATPlite luminescence, overnight; active compounds read low; cells stimulated with P. aeruginosa culture filtrate. 360,000 tested, 0.36% active. activity change (cytotoxicity), % at 5 µM;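 active = corrected activity change at or below -50% at 5 µM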
# NR2E3 ag-2 = inhibitors of NR2E3-RetCOR corepressor binding, primary screen, NR2E3 agonist project, biochemical, TR-FRET, GST-NR2E3, biotin-RetCOR; 1536-well; inhibition of corepressor binding, % at 4.78 µM; 320,000 tested, 0.12% active; AID 2300, 2010;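 active = percent inhibition above the cutoff of mean plus 3 SD of all tested compounds, set per screening campaign, cut at about 20% in these data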;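 note: 0% = DMSO wells and 100% = biotin wells as full block of FRET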
#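 System: GST-tagged NR2E3 plus biotinylated RetCOR corepressor; Buffer or medium: pH 7.5 Tris-based buffer; Probe or stimulus: RetCOR corepressor, biotinylated, 7 nM; Doses: compound at 4.8 µM, single dose; Schedule: 5 h incubation at 4 °C; Technique: time-resolved FRET; Evaluation: percent inhibition of TR-FRET ratio; Replication: one well per compound, singlicate testing.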
# HIF-2a block = HIF-2a reporter inhibitors, primary screen, luminescence, 786-0 RCC cells | AID 624352, 2012 | inhibition, % at 18.8 µM | 786-0 RCC cells HIF-2a reporter, luciferase luminescence, overnight | 360,000 tested, 0.72% active;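 active = inhibition of the luminescence signal of 40% or more relative to plate controls, in a single-dose primary screen at 18.75 µM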
# The depositor's hits bear a star; x = not tested or not shown.
SMILES,NR2E3 ag-1,C8 TRAIL sens,hiPSC survival,TRPM1 prom inh,CF NFkB inh,EBV LMP1 NFkB,Peg3 promoter,Shn3 inh set2,KKLEB tox,NR2E3 ag-2,HIF-2a block
CC(C)c1ccc(NC(=S)NN2C(C)CCCC2C)cc1 (configuration not stated),-12,-14,-0.6,5,-13,0,12,7,10,1,4
O=C(Cn1nnc2ccccc2c1=O)Nc1cc(C(F)(F)F)ccc1N1CCOCC1,-28,10,0.4,5,-5,0,8,2,2,-2,17
CN1C(=O)C(N=Nc2ccccc2C(=O)O)N(C)C1=S (configuration not stated),-97,0,-2.4,-13,-13,-1,-15,-4,0,0,-26
CC(=O)NCCNc1nc2cc(-c3cc(F)ccc3C)sc2c(=O)n1C,-16,-7,1.5,x,2,x,14,-14,4,x,15
COc1ccc(C)cc1NC(=O)CCNS(=O)(=O)c1cccc(C(F)(F)F)c1,-35,9,0.5,-6,-12,-4,-1,11,8,-1,-27
Cc1cc(OC(F)F)ccc1NC(=O)Nc1ccc([N+](=O)[O-])cc1,-3,7,2.0,-1,37,12,10,2,-30,4,-37
O=C(COc1ccc(S(=O)(=O)Nc2ccccc2)cc1)NCc1ccccn1,-19,-3,-0.4,-15,-29,1,22,13,5,x,13
O=C(Cc1ccccc1)Nc1ccc2oc(-c3ccncc3)nc2c1,-24,6,-1.4,-19,-8,-18,-18,-6,4,-66,-38
Cn1c(=O)[nH]c(=O)c2c1nc1n2CCCN1Cc1ccccc1,-5,-13,-0.3,x,16,x,14,4,-8,-2,17
CCN1CCC(NC(=O)Nc2ccc(F)cc2)CC1,25,-3,0.6,-5,8,4,-10,6,-2,-3,9
O=C(Cc1cccc2ccccc12)Nc1ccccc1C(=O)O,-34,18,0.8,-16,4,-9,-38,16,5,-6,-84
Cn1c(=O)c([N+](=O)[O-])c(NCC(O)c2ccccc2)c2ccccc21 (configuration not stated),11,-3,2.3,10,8,5,11,9,4,4,19
COc1cc(NC(=O)COc2ccc(Cl)cc2)ccc1-c1cc2ccccc2oc1=O,-41,2,2.6,22,4,-7,31,11,-12,2,3
O=C(CN1CCN(Cc2ccc(Cl)cc2)CC1)N1CCc2ccccc21,-1,4,1.2,6,-10,-1,16,6,3,3,23
CC1(C)CC(=O)C(C=NC2CC(C)(C)NC(C)(C)C2)=C(O)C1,13,31,0.0,6,14,-12,9,-16,3,2,2

# Part of the list above, with two lines to a compound:
# Values run as follows: NR2E3 ag-1, C8 TRAIL sens, hiPSC survival, TRPM1 prom inh, CF NFkB inh, EBV LMP1 NFkB, Peg3 promoter, Shn3 inh set2, KKLEB tox, NR2E3 ag-2, HIF-2a block
O=C(COc1ccc(S(=O)(=O)Nc2ccccc2)cc1)NCc1ccccn1
    -19, -3, -0.4, -15, -29, 1, 22, 13, 5, x, 13
CC1(C)CC(=O)C(C=NC2CC(C)(C)NC(C)(C)C2)=C(O)C1
    13, 31, 0.0, 6, 14, -12, 9, -16, 3, 2, 2

# (further entries)
SMILES,NR2E3 ag-1,C8 TRAIL sens,hiPSC survival,TRPM1 prom inh,CF NFkB inh,EBV LMP1 NFkB,Peg3 promoter,Shn3 inh set2,KKLEB tox,NR2E3 ag-2,HIF-2a block
COc1ccc(-c2noc(CCC(=O)NCCCN3CCN(c4ccccc4F)CC3)n2)cc1,-25,3,-1.8,2,3,11,-2,70,-9,6,14
CCC1=C2CC[C@H]3C(=O)N(C)C(=O)[C@H]3[C@H]2[C@@]2(Cc3ccccc3)C(=NCC(=O)OC)OC(=O)N2C1=O,14,9,2.7,8,-2,2,7,3,-1,-1,9
CC(=O)N(CCC(c1ccco1)C(C)C)Cc1ccc(OC(C)C)cc1 (configuration not stated),-7,3,-0.1,0,5,-5,12,4,9,1,14
CC1(C)CNc2cc([N+](=O)[O-])ccc2S1,-53,-3,-1.8,-40,-2,-6,-95,-49,5,0,-116
O=C(NCCNC(=O)c1cc(F)cc(F)c1)c1cc(F)cc(F)c1,-15,-10,-0.6,-3,0,-11,20,-7,-2,-5,19
COCCN(C(=O)COC(=O)c1ccccc1NCc1ccco1)c1c(N)n(Cc2ccccc2)c(=O)[nH]c1=O,-13,-3,0.2,7,-10,3,-6,-13,-8,1,12
CCOC(=O)c1c(N/C=C(\C#N)c2nc(-c3ccc(OC(C)=O)cc3)cs2)sc2c1CCC2,6,4,-0.3,5,-14,7,-12,-29,-10,x,20
CC(=O)c1c(C)[nH]c(C(=O)CSc2nnc(-c3ccco3)o2)c1C,4,15,0.0,43,10,-38,32,39,0,-4,3
Cc1ccc(NC(=O)CSc2nnc(-c3cccnc3)s2)cc1,3,-6,0.0,-4,-16,3,-32,11,-2,-3,13
COc1ccc2c(C)cc(Sc3nnnn3-c3ccccc3)nc2c1,-24,-5,-1.1,5,8,27,18,21,4,3,25
COCCCNC(=S)NNC(=S)Nc1cccc(Cl)c1,-46,1,0.0,-4,-2,0,-52,-5,3,5,-109
COc1ccc(Oc2nc3c(c(=O)n(C)c(=O)n3C)n2Cc2cccc(OC)c2)cc1,-10,5,-0.3,3,-2,-3,5,2,9,2,18
Cc1ccc(S(=O)(=O)NC(=O)c2cccc(C)c2)cc1,-44,-24,-0.1,5,-3,-14,8,-2,-2,1,10
CC(=O)n1cc([C@H]2C=C(C(N)=O)O[C@@H](OCc3ccc(CO)cc3)C2)c2ccccc21,-9,-2,1.8,8,-10,0,14,-4,8,1,-1
Cn1cc([N+](=O)[O-])c(C(=O)NCc2cc3ccccc3[nH]2)n1,8,4,-0.1,8,5,-5,-4,-10,-3,0,16
Cc1ccc(NS(=O)(=O)c2ccc(C(=O)N3CCCN(C)CC3)cc2)cc1,13,-4,0.9,-5,-1,2,0,-3,8,5,19
Cc1ccc(OCCC(=O)OCC(=O)NC(=O)NC2CCCCC2)cc1,8,15,-0.1,0,15,6,-13,-6,5,-1,-2
N#CC(C#N)=C1C=CC=CN1/C(=C\c1ccco1)C(=O)c1ccc(-c2ccccc2)cc1,12,4,-0.1,73*,83*,-32,110*,16,-50,4,83*
OCC1OCOC2C(CO)OCOC12 (configuration not stated),5,-6,1.1,1,5,3,1,-21,-22,x,1
COc1ccc(C(=O)N/C(=C/c2cccs2)C(=O)NCCCn2ccnc2)cc1OC,11,-8,-0.6,11,9,9,-13,-4,-9,-1,14
Cc1ccc2c(c1C)C(=O)C(=O)N2,-14,16,-0.3,5,-22,-6,14,-19,5,x,8
COc1ccc(NC(=O)c2cccc([N+](=O)[O-])c2)cc1,-70,-1,-1.4,-18,3,0,-156,-47,5,-2,-156
COc1ccc(/C=C\C(=O)Oc2cccc(/C=N/NC(=O)Cc3ccc(OC)c(OC)c3)c2)cc1,-60,-2,-0.3,-19,14,-18,-286,-23,-6,0,-111
NC(=O)NC(=O)CSc1nc2cc([N+](=O)[O-])ccc2n1-c1cccc(C(F)(F)F)c1,-10,13,0.3,6,-5,3,44,27,1,-3,27
COc1cccc(-c2sc3ccc(OC)cc3c2C#CCC(C)O)c1 (configuration not stated),12,0,0.6,-4,13,-14,13,15,-5,5,-18
COc1ccccc1NS(=O)(=O)c1ccc(C(=O)NCC(c2ccccc2OC)N(C)C)cc1 (configuration not stated),-1,-8,-0.4,-1,5,-5,-10,18,2,x,3
CC(=O)c1cccc(NC(=O)Nc2nc(C)cc(C)n2)c1,-40,34,-0.2,-19,-6,-16,-246,-86,6,1,-139
CCN(CC)CCC(c1ccc(N(C)C)cc1)c1c(OC)cc(OC)c2c(-c3ccccc3)cc(=O)oc12 (configuration not stated),-10,10,-6.1,12,-2,2,84*,-30,-13,-1,5
COc1ccc(OC)c(NC(=O)c2cccnc2Sc2cc(C)ccc2C)c1,10,6,2.6,-9,16,-2,21,3,6,3,18
CCCNC(=O)c1cc(C2CCCCN2C(=O)c2ccc3c(c2)CCO3)on1 (configuration not stated),-14,4,0.8,x,-10,x,2,-8,-2,x,15
Cc1cccc(-n2c(Cc3cc(=O)[nH]c(=O)[nH]3)nnc2SCC(=O)NCC2CCCO2)c1 (configuration not stated),-1,-4,6.7,11,1,-3,13,-10,-4,0,14
CSc1cccc(NC(=O)CN(c2cc(C)ccc2C)S(C)(=O)=O)c1,9,20,-2.5,9,16,3,26,9,7,5,29
CSc1ccc(CN2CCCC(CNC(=O)c3ccc(F)cc3)C2)cc1 (configuration not stated),4,6,-0.6,5,8,4,-2,-22,-6,0,14
Clc1nc(-c2ccccc2)c2ccccc2n1,-12,0,-0.1,4,11,-2,11,10,7,5,9
CCCc1ccc2oc(C(=O)N(C)Cc3cnccn3)c(C)c2c1,-69,0,0.5,-37,-12,-33,-91,-22,-14,3,-123

# Entries above that have an aryl thioether with sulfur outside any ring:
SMILES,NR2E3 ag-1,C8 TRAIL sens,hiPSC survival,TRPM1 prom inh,CF NFkB inh,EBV LMP1 NFkB,Peg3 promoter,Shn3 inh set2,KKLEB tox,NR2E3 ag-2,HIF-2a block
CC(=O)c1c(C)[nH]c(C(=O)CSc2nnc(-c3ccco3)o2)c1C,4,15,0.0,43,10,-38,32,39,0,-4,3
Cc1ccc(NC(=O)CSc2nnc(-c3cccnc3)s2)cc1,3,-6,0.0,-4,-16,3,-32,11,-2,-3,13
COc1ccc2c(C)cc(Sc3nnnn3-c3ccccc3)nc2c1,-24,-5,-1.1,5,8,27,18,21,4,3,25
NC(=O)NC(=O)CSc1nc2cc([N+](=O)[O-])ccc2n1-c1cccc(C(F)(F)F)c1,-10,13,0.3,6,-5,3,44,27,1,-3,27
COc1ccc(OC)c(NC(=O)c2cccnc2Sc2cc(C)ccc2C)c1,10,6,2.6,-9,16,-2,21,3,6,3,18
Cc1cccc(-n2c(Cc3cc(=O)[nH]c(=O)[nH]3)nnc2SCC(=O)NCC2CCCO2)c1 (configuration not stated),-1,-4,6.7,11,1,-3,13,-10,-4,0,14
CSc1cccc(NC(=O)CN(c2cc(C)ccc2C)S(C)(=O)=O)c1,9,20,-2.5,9,16,3,26,9,7,5,29
CSc1ccc(CN2CCCC(CNC(=O)c3ccc(F)cc3)C2)cc1 (configuration not stated),4,6,-0.6,5,8,4,-2,-22,-6,0,14

# Only part of the results is shown. The share of hits here may be higher or lower than overall.
